AHR act = AHR activators, primary screen, cell-based, luminescence, luciferase reporter, human; activation, % at 5 µM; AHR-responsive luciferase reporter cells; Aryl hydrocarbon receptor (Homo sapiens), P35869; 320,000 tested, 2.5% active; in the data active = activation above about 47%;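 note: 0% = vehicle wells and 100% = reference agonist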
Fam108B inh = mouse Fam108B serine hydrolase inhibitors, primary screen, counter-screen for RBBP9 inhibitor project, biochemical, fluorescence polarization | inhibition, % at 9.51 µM | AID 1947, 2009 | recombinant Fam108B, FP-Rh probe fluorescence polarization | 300,000 tested, 0.33% active;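 active = inhibition above the screen mean inhibition plus 3 SD, computed separately per campaign, cut at about 18% in these data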;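 note: inhibitors lower polarization as less probe binds the enzyme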
MCL1-BIM inh = inhibitors of MCL1 binding to BIM-BH3, primary screen, biochemical, fluorescence polarization | Induced myeloid leukemia cell differentiation protein Mcl-1 (Homo sapiens), Q07820 | GST-MCL1 / FITC-Bim-BH3 fluorescence polarization | inhibition, % at 10.9 µM | 320,000 tested, 0.68% active | AID 2057, 2009;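 active = inhibition above the mean inhibition of all tested compounds plus 3 SD, set per campaign, cut at about 40% in these data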;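 note: 0% = DMSO wells and 100% = unlabeled Bim-BH3 peptide control; higher means more loss of mP so more displacement of Bim peptide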
GLD-1 TGE inh = GLD-1/TGE RNA complex disruptors, primary screen, biochemical, fluorescence polarization | Female germline-specific tumor suppressor gld-1 (Caenorhabditis elegans), Q17339 | purified GLD-1 + fluorescein TGE RNA | inhibition, % at 5.96 µM | 320,000 tested, 0.44% active;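 active = percent inhibition above a per-plate cutoff, the plate mean of test compounds plus 3 SD, cut at about 30% in these data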;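 note: 0% = DMSO wells with GLD-1 and probe and 100% = wells lacking GLD-1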
Target sequence (Q17339 whole entry, looked up): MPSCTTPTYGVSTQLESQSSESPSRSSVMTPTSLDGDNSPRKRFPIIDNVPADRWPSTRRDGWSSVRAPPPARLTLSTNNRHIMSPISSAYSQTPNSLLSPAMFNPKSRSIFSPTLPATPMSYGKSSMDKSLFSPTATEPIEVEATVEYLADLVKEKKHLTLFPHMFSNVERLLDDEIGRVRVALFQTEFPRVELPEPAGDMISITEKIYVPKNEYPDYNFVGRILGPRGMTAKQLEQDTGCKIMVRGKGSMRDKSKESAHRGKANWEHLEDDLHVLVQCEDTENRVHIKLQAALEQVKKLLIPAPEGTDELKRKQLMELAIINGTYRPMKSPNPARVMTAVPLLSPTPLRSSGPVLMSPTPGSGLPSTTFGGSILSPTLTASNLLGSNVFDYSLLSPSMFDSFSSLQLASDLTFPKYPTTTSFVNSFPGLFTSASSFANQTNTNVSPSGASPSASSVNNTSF
pPAFAH inh = pPAFAH enzyme inhibitors, primary screen, biochemical, fluorescence polarization, human. Platelet-activating factor acetylhydrolase (Homo sapiens), Q13093. recombinant pPAFAH, FP-rhodamine probe fluorescence polarization. inhibition, % at 3.39 µM. 330,000 tested, 1.5% active. AID 463082, 2010;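 active = inhibition above the mean inhibition across the screen plus 3 SD, cut at about 25% in these data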;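 note: inhibitors block binding of the rhodamine activity-based probe so polarization drops; 0% = enzyme with DMSO and 100% = wells lacking pPAFAH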
PAFAH1B2 inh = PAFAH1B2 enzyme inhibitors, primary screen, biochemical, fluorescence polarization, human; Platelet-activating factor acetylhydrolase IB subunit alpha2 (Homo sapiens), P68402; 340,000 tested, 1.2% active; AID 492953, 2010; recombinant PAFAH1B2, FP-rhodamine activity probe; inhibition, % at 3.39 µM;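 active = inhibition above the mean of all tested compounds plus 3 SD, cut at about 24% in these data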;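 note: 0% = enzyme with DMSO and 100% = wells lacking PAFAH1B2; many of its hits are not listed in these tables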
MEX-5 binding = MEX-5 zinc finger RNA-binding disruptors – biochemical, C. elegans, fluorescence polarization, MLPCN library, primary screen; Zinc finger protein mex-5 (Caenorhabditis elegans), Q9XUB2; MEX-5/FITC-TCR2 RNA binding; hits give low values; activity score (negative = inhibition of binding), % at 10 µM; 300,000 tested, 0.38% active; AID 1832, 2009;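 active = inhibition past about -25% in most replicates, and total fluorescence under double the plate's negative control median, limit read from the data; inconclusive = replicates evenly split on the limit, or fluorescence at least double controls; inactive = too little inhibition in most replicates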;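 note: 0% = DMSO and -100% = 5 µM competing unlabeled TCR2 RNA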
Target sequence (Q9XUB2 whole entry, looked up): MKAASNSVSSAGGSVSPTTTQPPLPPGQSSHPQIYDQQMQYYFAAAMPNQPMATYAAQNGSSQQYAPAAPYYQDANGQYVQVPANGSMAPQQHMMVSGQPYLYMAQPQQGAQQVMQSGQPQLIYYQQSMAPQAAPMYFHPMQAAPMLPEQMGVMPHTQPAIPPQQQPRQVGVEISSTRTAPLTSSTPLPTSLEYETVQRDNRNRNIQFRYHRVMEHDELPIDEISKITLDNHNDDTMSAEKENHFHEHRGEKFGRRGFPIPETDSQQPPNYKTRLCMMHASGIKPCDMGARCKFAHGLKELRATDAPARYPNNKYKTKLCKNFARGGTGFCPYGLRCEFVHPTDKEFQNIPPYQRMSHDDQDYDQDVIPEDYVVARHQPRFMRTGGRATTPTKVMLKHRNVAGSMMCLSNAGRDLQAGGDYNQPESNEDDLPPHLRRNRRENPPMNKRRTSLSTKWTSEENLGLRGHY
BCLXL inh = inhibitors of human Bcl-xL, primary screen, biochemical, fluorescence polarization, HTS; Bcl-2-like protein 1 (Homo sapiens), Q07817; GST-Bcl-xL / FITC-Bim BH3 peptide fluorescence polarization; inhibition, % at 10.9 µM; 320,000 tested, 0.7% active; AID 2129, 2009;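 active = inhibition above the mean of all tested compounds plus 3 SD, cutoff set per campaign, cut at about 30% in these data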;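 note: 0% = DMSO wells and 100% = unlabeled Bim-BH3 peptide competitor; inhibitors lower millipolarization by displacing the labeled peptide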
PME-1 inh = PME-1 inhibitors via competitive probe labeling, primary screen, biochemical, fluorescence polarization, FP-Rh probe, HTS. Protein phosphatase methylesterase 1 (Homo sapiens), Q9Y570. recombinant PME-1. inhibition, % at 5.9 µM. 320,000 tested, 0.53% active;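 active = inhibition above the campaign mean of all compounds plus 3 SD, cut at about 26% in these data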;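 note: competitive labeling of PME-1 active site by serine hydrolase directed probe; 0% = PME-1 with DMSO and 100% = wells lacking PME-1 enzyme; inhibitors block probe labeling so polarization falls and inhibition rises; many of its hits are not listed in these tables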
Numbers without * were called inactive; ? = inconclusive; . = not tested or not shown.

Structure	AHR act	Fam108B inh	MCL1-BIM inh	GLD-1 TGE inh	pPAFAH inh	PAFAH1B2 inh	MEX-5 binding	BCLXL inh	PME-1 inh
COc1ccc(NC(=S)Nc2cccc([N+](=O)[O-])c2)cc1	-7	-2	8	1	6	6	-0.2	8	5
COc1ccc(Cl)cc1NC(=O)c1ccoc1C	18	8	2	0	7	0	2.3	1	-3
Cc1cc(=O)nc2c3ccccc3n(CC(=O)Nc3ccccc3Br)n12	19	7	-3	-5	-1	5	?	3	0
CCCCn1c(N)c(N(Cc2ccccc2OC)C(=O)C(C)Oc2ccc(Cl)cc2)c(=O)[nH]c1=O (stereo not given)	14	1	-2	1	2	4	2.8	0	2
COCCNC(=O)/C(C#N)=C/c1ccc(N2CCOCC2)o1	11	-1	-303	-235	-6	3	?	-149	4
Cc1nn(Cc2ccccc2)c(C)c1C(=O)OCC(=O)c1cc(C)n(C2CC2)c1C	-3	-3	0	5	9	0	2.4	2	1
O=C(CCCCCNc1nc(=S)[nH]c2ccccc12)NCCc1c[nH]c2ccccc12	41	3	4	-2	12	2	-2.3	7	4
CC(=O)OCC(=O)[C@@]1(O)CC[C@H]2[C@@H]3CCC4=CC(=O)C=C[C@]4(C)[C@@]3(Cl)[C@@H](Cl)C[C@@]21C	9	0	4	4	4	3	-2.1	4	-1
O=C(CN1C(=O)c2ccccc2C1=O)Nc1cc([N+](=O)[O-])ccc1O	0	-1	-4	10	7	0	-1.4	0	-9
CCOc1ccccc1CNCCNCC(C)O (stereo not given)	-2	3	-3	6	-1	-3	1.1	1	4
COc1ccc(OC)c(Cc2nnc(CCC(=O)NC(C3CC3)C3CC3)o2)c1	14	2	10	1	1	-2	0.6	7	3
O=C(NCCCN1CCOCC1)c1ccc(CS(=O)(=O)c2cccc(C(F)(F)F)c2)o1	0	-2	4	7	5	-2	0.2	0	-6
Cc1ccc(S(=O)(=O)NCC2CCC(C(=O)NCc3ccc4c(c3)OCO4)CC2)cc1 (stereo not given)	1	4	5	1	3	1	-1.5	1	1
COc1ccc2c(c1)C1NC(=S)NC(C)(O2)C1C(=O)Nc1ccccc1C (stereo not given)	4	4	11	5	2	-4	-1.2	-2	4
COc1ccc(CN(Cc2cccn2C)C(=O)c2cc3cc(OC)ccc3[nH]2)cc1	3	-3	-7	4	6	4	-0.5	8	-1
O=C(NCCc1ccc(F)cc1)N[C@@H](Cc1ccccc1)C(=O)O	3	0	-5	0	3	12	-0.7	-2	-1
O=C(CSc1ccc2nnc(-c3ccc(Cl)cc3)n2n1)N1CCCC1	-1	-3	-1	3	-3	4	-7.3	0	5
O=C(NC1CCS(=O)(=O)C1)c1cccs1 (stereo not given)	1	3	-7	-6	-1	0	-0.9	5	-5
Cn1sc(NC(=O)c2ccccc2Cl)nc1=O	2	1	6	2	2	2	-3.3	5	-3
CCOc1ccc(N2C(=O)CC(NCc3ccc(S(N)(=O)=O)cc3)C2=O)cc1 (stereo not given)	3	0	1	-1	3	3	0.0	6	1
O=C(CCSCc1ccccc1Cl)N1CCN(c2cccc(Cl)c2)CC1	-3	-3	2	4	4	0	.	-5	0
CCN(C[C@H]1N[C@@](CC)(C(=O)OC)[C@H]2C(=O)N(Cc3ccccc3)C(=O)[C@@H]12)S(=O)(=O)c1ccc(-c2ccccc2)cc1	0	.	.	6	5	6	.	.	.
COc1ccc(CCNC(=O)CCCCC(=O)NCCc2ccc(OC)cc2)cc1	0	-1	-1	4	6	1	0.5	4	-4
C[C@@H](NC(=O)c1nc[nH]c1C(=O)N1CCN(c2ccccc2)CC1)c1ccccc1	0	.	12	3	2	2	.	3	5
CCOC(=O)c1cn2nc(Oc3cccc(F)c3)ccc2n1	-2	1	8	6	9	5	-1.4	3	-5
O=C1/C(=C\c2cccs2)SC(=S)N1C1CCS(=O)(=O)C1 (stereo not given)	-7	-4	7	-3	-7	6	-1.3	0	-2
Cn1c(=O)[nH]c(=O)c2c1nc(N1CCOCC1)n2CCSc1nc2ccccc2[nH]1	0	-5	-3	12	-1	2	-0.8	-5	4
Cc1ccc(N2CCN(C(=O)c3ccccc3Br)CC2)c(C)c1	3	6	0	-6	-1	-5	1.3	7	3
CCOc1cc(Br)c(C(C)NC(=O)c2cccnc2)cc1OCC (stereo not given)	0	2	2	6	-4	.	0.6	6	-2
Cc1ccccc1CN1CCC(n2nccc2NC(=O)CCOc2ccccc2)CC1	3	-2	3	-7	-2	6	.	3	-10
O=C(O)COc1ccccc1/C=N/NC(=O)/C(=C\c1ccc2c(c1)OCO2)NC(=O)c1ccccc1	5	-2	15	3	6	7	-7.5	4	-3
COc1cc(NC(=S)Nc2cccnc2)cc(OC)c1	116*	-2	5	4	-8	6	-0.2	6	-7
CCOc1ccccc1C(=O)Nc1nnc(CC)s1	96*	4	-6	2	3	3	1.1	3	7
NC(=O)[C@@H]1CCCNc2c(I)cc([N+](=O)[O-])cc2C(=O)N[C@@H](CCCN=C(N)N)C(=O)N[C@@H](CCCN=C(N)N)C(=O)N1	0	2	-12	0	2	.	.	-1	0
CCOC(=O)c1oc2nc(CC(C)C)c3c(c2c1N)CCC3	-1	-4	-2	0	5	6	-1.4	0	-6
COc1ccc(C2C(O)C(c3c[nH]c4ccccc34)=NN2C(=O)CCl)cc1 (stereo not given)	13	3	3	8	7	1	-2.8	-1	5
COc1ccc(C2OC34CCCCC3C(C#N)(C#N)C2(C#N)C(=N)O4)cc1 (stereo not given)	10	7	155*	101*	16	46*	-84*	135*	12
CCCCNC(=O)C1CCC(CNS(=O)(=O)c2cccc3nsnc23)CC1 (stereo not given)	2	-1	9	-6	-3	2	-2.4	6	-12
O=C(CN1CCOCC1)Nc1ccc(S(=O)(=O)NC2CCCCC2)cc1	1	-4	-3	-5	15	5	-2.3	-2	-7
Cn1c(=O)c2c(nc(NCc3ccco3)n2Cc2ccc(Cl)cc2Cl)n(C)c1=O	-5	0	-4	6	3	0	-0.6	1	4
CCOC(=O)CSc1nnc2c3ccccc3n(C)c2n1	5	2	3	7	-1	6	-0.1	4	-1
Cc1ccc(/C=C2/SC(=Nc3ccc(F)cc3)NC2=O)s1	2	-8	-19	-2	5	-2	-19	-10	-1
Nc1cc(N)c(OCC(F)(F)F)cc1OCC(F)(F)F	35	10	29	30	25	6	-0.6	39*	14
CS(=O)(=O)Nc1cccc(C(=O)CC2(O)C(=O)Nc3ccc(Br)cc32)c1 (stereo not given)	0	-3	-8	0	3	-3	-1.7	3	-1
C/C(=N\N)c1c(-c2ccccc2)c2cc(Br)ccc2[nH]c1=O	3	-3	-4	-2	1	2	0.8	2	-6
Cc1ccc(S(=O)(=O)CCC(=O)OCC(=O)c2c(C)[nH]c3ccccc23)cc1	7	1	6	5	-4	2	0.5	5	-2
CC(=O)Nc1cc(C(=O)CSc2nnc(C3CC3)n2C2CC2)ccc1O	0	.	27	7	11	-1	.	4	-2
CCN(CC)CCOc1ccc2nc(N(C)C)sc2c1	1	1	3	1	0	-1	-3.3	6	1
CCC(=O)c1ccc(OC(=O)c2cccs2)cc1	1	0	-5	-3	5	-2	-2.3	-3	0
CN(C)CCCNc1ncnc2oc(-c3ccccc3)c(-c3ccccc3)c12	0	2	4	6	6	3	-1.5	3	4
COc1ccc(CCC(=O)N2CCCC(Nc3ccc(OC)cc3)C2)cc1 (stereo not given)	1	-3	8	5	1	1	-0.4	5	5
Clc1ccc(-c2nnc(Sc3nc4ccccc4o3)c3ccccc23)cc1	-1	-10	1	3	6	2	1.3	-10	-1
C=CCNC(=S)N/N=C(\C)c1cccc(OC)c1	30	4	11	-3	2	4	2.1	2	-2
CC(C)CN(C(=O)c1cc(Cl)nc2ccccc12)c1c(N)n(Cc2ccccc2)c(=O)[nH]c1=O	0	3	-2	13	-2	1	-0.8	1	3
COC(=O)C1CCCCN1C(=O)c1cc(COc2cccc3cccnc23)on1 (stereo not given)	-3	3	-8	3	-7	0	0.5	-6	0
CN(C)CCCN(C(=O)COc1ccc(Cl)cc1)c1nc2cc3c(cc2s1)OCO3	-6	0	2	-2	2	-2	2.2	1	2
COc1ccccc1NS(=O)(=O)c1ccc(C(=O)NCCCN2CCCC2=O)cc1	0	.	2	-3	2	3	.	-5	4
CN(C)/C=C/C(=O)c1ccc2noc(-c3cccc(F)c3)c2c1	2	4	0	-8	0	5	1.4	6	1
Cc1cc(C)c(S(=O)(=O)Nc2nnc(CC(C)C)s2)c(C)c1	1	-4	7	10	-2	4	-1.0	4	-3
CCOC(=O)N1CCN(S(=O)(=O)c2ccc(OC)cc2)CC1	0	-4	-11	3	2	7	-1.8	4	-2

Additional compounds.
Structure	AHR act	Fam108B inh	MCL1-BIM inh	GLD-1 TGE inh	pPAFAH inh	PAFAH1B2 inh	MEX-5 binding	BCLXL inh	PME-1 inh
COc1ccccc1CNC(=O)CCCn1nc(C)c2c(C)n(-c3ccc(C)cc3)nc2c1=O	-1	-1	8	3	5	0	1.6	3	5
COc1ccc(OC)c(NC(=O)COC(=O)/C=C/c2ccc(Cl)cc2)c1	-3	4	-1	2	9	3	-1.2	-2	0
Cc1cc2ccccc2c(=O)n1CC(=O)NCC1COc2ccccc2O1 (stereo not given)	-2	-2	-4	0	6	5	0.8	-2	-4
Cc1cccc(N=N/C(=C\O)C(=O)c2cccs2)c1	21	-3	-2	8	9	2	2.6	5	0
CCOC(=O)c1c(S(=O)(=O)NCC(=O)Nc2ccccc2)c(C)n(C)c1C	0	-4	-10	-6	3	5	2.6	-4	-6
COc1ccccc1Nc1nc(Cl)nc(Nc2ccccc2OC)n1	9	-5	5	1	-2	7	1.5	3	-8
O=C(CN1C(=O)C(=O)N(Cc2ccco2)C1=O)c1c[nH]c2ccccc12	12	-1	-10	-3	2	2	0.7	-9	1
Cc1occc1-c1nnc(SCC(=O)Nc2ccccc2N2CCCCC2)n1C	5	2	3	2	-6	2	-0.8	-3	7
COc1ccccc1C(=O)NC(=O)COC(=O)Cc1ccc(F)cc1	0	.	-3	-1	1	2	.	1	-2
CCN(CC)CCNC(=O)C1(O)c2cc(Br)ccc2NC(=O)N1c1ccccc1 (stereo not given)	1	3	2	1	0	2	-0.6	2	7
CC(CNC(=O)CN1C(=O)COc2ccc(S(=O)(=O)N3CCCCC3)cc21)c1ccccc1 (stereo not given)	3	2	3	-4	-2	20	1.3	0	-5

Screening results deposited in PubChem BioAssay by several laboratories.

This is a subset (hit frequency here may not be typical).
